# SENP7 inh = SENP7 protease inhibitors, primary screen, biochemical, luminescence, uHTS | Sentrin-specific protease 7 (Homo sapiens), Q9BQF6 | inhibition, % at 5 µM | recombinant SENP7, Z-RLRGG-aminoluciferin luminescence, 40 min | hit rate 1.5% among 330,000;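 active means inhibition above about 50% at the single test dose, limit read from the data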;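 further: plate controls were DMSO with enzyme for no effect and no enzyme buffer wells for full effect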
# Target sequence (Q9BQF6 706-1050 limits assumed): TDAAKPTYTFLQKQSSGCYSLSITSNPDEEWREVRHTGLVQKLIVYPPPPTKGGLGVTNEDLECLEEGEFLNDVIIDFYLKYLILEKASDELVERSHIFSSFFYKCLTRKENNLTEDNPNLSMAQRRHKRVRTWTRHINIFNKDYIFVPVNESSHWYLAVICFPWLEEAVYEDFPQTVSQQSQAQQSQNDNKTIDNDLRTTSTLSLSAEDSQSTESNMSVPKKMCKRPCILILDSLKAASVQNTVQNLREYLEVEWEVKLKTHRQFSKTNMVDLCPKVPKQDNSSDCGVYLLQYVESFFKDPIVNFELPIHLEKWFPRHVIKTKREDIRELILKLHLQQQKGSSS
# SENP8 block-1 = human SENP8 protease inhibitors, primary screen, biochemical, fluorescence, Nedd8 protein substrate, uHTS; Sentrin-specific protease 8 (Homo sapiens), Q96LD8; recombinant SENP8; inhibition, % at 20 µM; hit rate 0.64% among 360,000; AID 602440, 2012; in the data active means inhibition mostly above about 40%, no sharp cut-off; inactive means mostly below about 27%
# NALP3 yeast inh = NALP3 inflammasome inhibitors in reconstituted yeast, primary screen, luminescence, uHTS; inhibition, % at 10 µM; Yeast reconstituted NLRP3/ASC/caspase-1, beta-gal luminescence, 24 h; hit rate 0.39% among 330,000;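 active means inhibition of 50% or more; inactive means inhibition below 50%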;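 further: plate controls were induced DMSO wells for no effect and uninduced yeast grown without galactose for full effect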
# SENP6 block = SENP6 protease inhibitors, primary screen, biochemical, luminescence, uHTS | Recombinant SENP6 catalytic domain, aminoluciferin luminescence | hit rate 1.8% among 330,000 | inhibition, % at 10 µM | Sentrin-specific protease 6 (Homo sapiens), Q9GZR1;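 active means inhibition above about 50% at the single tested dose, limit read from the data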;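 further: plate controls were DMSO wells with enzyme for no effect and DMSO wells lacking enzyme for full effect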
# Target sequence (Q9GZR1 628-1112 limits assumed): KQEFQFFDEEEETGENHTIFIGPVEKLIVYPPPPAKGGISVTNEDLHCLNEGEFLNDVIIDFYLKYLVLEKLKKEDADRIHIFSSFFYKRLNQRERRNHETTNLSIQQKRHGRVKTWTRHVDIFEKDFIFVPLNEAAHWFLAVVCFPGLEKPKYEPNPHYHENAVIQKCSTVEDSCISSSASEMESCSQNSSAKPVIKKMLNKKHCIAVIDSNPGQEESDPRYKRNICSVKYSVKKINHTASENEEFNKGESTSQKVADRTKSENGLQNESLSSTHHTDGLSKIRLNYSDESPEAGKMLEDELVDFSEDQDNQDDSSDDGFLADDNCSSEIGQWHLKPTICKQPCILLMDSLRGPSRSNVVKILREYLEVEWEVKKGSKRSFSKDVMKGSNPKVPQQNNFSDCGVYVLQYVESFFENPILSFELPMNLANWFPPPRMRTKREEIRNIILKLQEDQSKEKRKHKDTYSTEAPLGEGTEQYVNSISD
# SENP1 FRET inh = human SENP1 catalytic domain inhibitors, primary screen, biochemical, FRET, uHTS; Sentrin-specific protease 1 (Homo sapiens), Q9P0U3; recombinant SENP1 catalytic domain, CyPet-SUMO1-YPet FRET cleavage; inhibition, % at 10 µM; hit rate 0.21% among 360,000; AID 624204, 2012;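 active means inhibition at least 30% at 10 µM, raw YFP signal under a set limit, fluorescence ratio 0.5 to 1.5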;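 further: 0% = enzyme with DMSO and 100% = no enzyme wells; some results filed as inactive read as strong as hits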
# Target sequence (Q9P0U3 419-644 limits assumed): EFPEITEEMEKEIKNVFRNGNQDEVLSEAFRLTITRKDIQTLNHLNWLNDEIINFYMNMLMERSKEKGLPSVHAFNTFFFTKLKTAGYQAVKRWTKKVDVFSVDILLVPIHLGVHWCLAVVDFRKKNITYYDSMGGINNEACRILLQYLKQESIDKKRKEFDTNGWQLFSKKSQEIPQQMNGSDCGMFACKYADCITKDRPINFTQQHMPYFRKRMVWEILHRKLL
#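 Material – human SENP1 catalytic domain · Input – SENP1 enzyme, 20 pM final · Compound dosing – single concentration of 10 µM compound, 0.5% DMSO final · Timing – enzyme reaction for 50 min at room temperature, dark · Measured by – FRET fluorescence in CFP and YFP emission channels · Control set – no-enzyme wells low, DMSO-plus-enzyme wells high control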
# PfGluPho inh = PfG6PD enzyme inhibitors, primary screen, biochemical, fluorescence intensity, uHTS; PfGluPho enzyme, NADPH resazurin-diaphorase fluorescence; AID 504690, 2011; hit rate 0.78% among 350,000; inhibition, % at 20 µM;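 active means inhibition reaching at least a set limit at 20 µM in the primary screen, cut at about 59% in these data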;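 further: 0% = DMSO wells with substrate and 100% = DMSO wells lacking glucose-6-phosphate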
# HKDC1 inh = HKDC1 hexokinase inhibitors, primary screen, biochemical, fluorescence, uHTS; Q2TB90; inhibition, % at 20 µM; hit rate 0.16% among 340,000; recombinant HKDC1, G6PDH/diaphorase resazurin coupled fluorescence;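 active means inhibition above about 35% when tested at 20 µM, limit read from the data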;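 further: plate controls were DMSO wells with enzyme for no effect and DMSO wells lacking enzyme for full effect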
#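 Material – in-house recombinant HK5 (HKDC1) enzyme · Quantity – HKDC1 at 5 µg/mL · Buffer or medium – pH 8.0 Tris buffer with 10 mM MgCl2 · Reagent – glucose with 1 mM ATP · Dosing – single 20 µM dose · Times – reaction time 90 min, room temperature, protected from light · Technique – resorufin fluorescence at 613 nm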
# SENP8 block-2 = SENP8 protease inhibitors, primary screen, biochemical, luminescence; purified SENP8, Z-RLRGG-aminoluciferin cleavage; inhibition, % at 10 µM; hit rate 1.2% among 330,000; AID 2540, 2010; in the data active means inhibition above about 50%
# Apaf1 inhib = inhibitors of human Apaf-1 apoptosome, primary screen, biochemical, DEVD-Rh110 fluorescence, uHTS | Apoptotic protease-activating factor 1 (Homo sapiens), O14727 | reconstituted apoptosome caspase-3 activity | inhibition, % at 20 µM | hit rate 0.71% among 330,000; active means inhibition of at least 40% at 20 µM;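 further: plate controls were DMSO wells for no effect and DEVD-CHO caspase inhibitor wells for full effect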
#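 Assay system – apoptosome proteins · Medium – Hepes buffer, pH 7.5 · Also added – cytochrome c with DEVD-Rh110 · Timing – 30 min compound preincubation, 50 min activation, room temperature · Detection – Rh110 fluorescence, excitation 480 nm, emission 540 nm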
# An asterisk follows results filed as active; i = inactive; · = no result given.
SMILES,SENP7 inh,SENP8 block-1,NALP3 yeast inh,SENP6 block,SENP1 FRET inh,PfGluPho inh,HKDC1 inh,SENP8 block-2,Apaf1 inhib
O=C(CCc1ccccc1)Nc1nnc(-c2ccc3c(c2)OCCO3)o1,-1,7,1,18,0,-5,3,4,2
Cc1sc2ncnc(N(C)Cc3ccco3)c2c1C,-1,28,34,-12,-3,3,-3,-4,3
CCN(CC)C(=O)CSc1nc2ccccc2c(=O)n1OC(C)C,-7,10,2,1,2,-14,-3,-1,3
Cc1ccc(O)c(/C=N/NC(=O)COc2ccc3c(C)cc(=O)oc3c2)c1,3,-85,13,-19,3,-38,-1,1,18
O=C(COC(=O)C1CCC1)Nc1cccc(Cl)c1,10,6,16,-19,2,2,-2,1,1
CCN(CC)c1nc(C)nc2c1sc(=S)n2C,2,8,2,-8,-1,1,-4,5,2
COc1cccc(NC(=O)CC2COc3ccccc3O2)c1 (stereo not drawn),-2,29,30,-14,1,-5,0,-15,5
O=C(CSc1nc2sc3c(c2c(=O)[nH]1)CCCC3)NCCO,-2,-92,21,-11,1,-8,-4,10,0
O=C1C(=O)N(CCCN2CCOCC2)C(c2ccc(Cl)cc2)/C1=C(\O)c1ccc2c(c1)OCCO2 (stereo not drawn),-2,-4,4,-5,-2,-22,-3,2,-8
Cc1cccc(OCC(=O)NCc2n[nH]c(=O)c3ccccc23)c1,-7,-15,15,-21,2,10,-8,-9,12
O=C(O)CCS(=O)(=O)c1nc(-c2cccs2)cc(C(F)(F)F)n1,2,-10,-2,2,-3,1,-4,2,-5
COc1ccc2c(C)c(Cl)c(=O)oc2c1,1,i,19,-4,-3,7,-4,3,15
COC(=O)C(C(=O)OC)C(C(C)C)C(C(=O)OC)C(=O)OC,-2,9,10,-6,2,-9,-8,2,-15
Cc1nonc1C1CCCN1Cc1nc(-c2ccc(F)cc2F)oc1C (stereo not drawn),-3,-26,12,-26,-5,7,0,4,6
CC(=O)Nc1cccc(NC(=O)CSc2nc(=O)n(Cc3ccccn3)c3c2CCC3)c1,-1,-4,12,-24,2,3,-3,4,1
O=C1NC2(CCCCC2)Cc2ccccc21,-3,9,22,-22,1,-17,-9,0,-8
CCCCn1c(N)c(N(CC)C(=O)c2cccc(S(=O)(=O)N3CCCc4ccccc43)c2)c(=O)[nH]c1=O,1,-36,12,-4,-2,-9,6,6,3
CC1(C)C(C(=O)O)N2C(=O)C(NC(=O)Cc3ccccc3)C2S1=O (stereo not drawn),-7,3,7,-2,-1,-8,-3,1,-4
Cc1cc(NC(=O)Cn2c(=O)c3c(ncn3CCC(C)C)n(Cc3ccccc3)c2=O)no1,-10,-7,18,-4,-2,-7,-1,-13,12
CCN(CC)S(=O)(=O)c1ccc(O)c(C(=O)OCC(=O)Nc2ccc(OC(F)(F)F)cc2)c1,-6,-405,16,-21,0,-12,1,-8,21
O=C1CCc2cccc(O)c2N1,·,9,·,·,1,33,3,·,·
Cc1nnc(SC(C(=O)c2ccccc2)c2ccccc2)[nH]c1=O (stereo not drawn),5,19,3,-23,0,-1,-2,-2,-14
COc1cc2oc(=O)cc(-c3ccc(-c4ccc(C(F)(F)F)cc4)cc3)c2c(OC)c1OC,9,-7,·,·,1,-1,8,·,5
CCOc1c(C=C(C#N)C#N)c2ccccc2n1CC,6,32,19,6,-1,4,-5,-3,17
COc1ccc(CNC(=O)c2cc(S(=O)(=O)N3CCCCC3)ccc2N2CCOCC2)cc1OC,·,-6,·,·,-1,-2,-8,·,·
Cc1[nH]n(S(=O)(=O)Cc2ccccc2)c(=O)c1N=Nc1ccccc1Cl,-2,23,22,-7,2,-2,-4,4,9
Cc1cccc(Nc2ccccc2C(=O)OCC(=O)NCc2ccco2)c1C,10,-80,-1,0,-5,10,-3,8,15
COc1ccc(/C=C(\NC(=O)c2ccc(C)cc2)C(=O)NCCCN2CCOCC2)cc1OC,4,0,2,-24,-5,3,-3,-2,-13
CC(C)OCCCNC(=O)C1CCC(=O)N1C(C)C (stereo not drawn),13,20,5,-9,1,2,-15,2,-15
Cc1ccc(-c2csc(N(CCCN3CCOCC3)C(=O)c3ccco3)n2)cc1,-7,2,35,-34,1,29,8,-13,34
CC1CCCN(S(=O)(=O)c2ccc(NC(=O)[C@@H]3CCCN3C(=O)c3cccs3)cc2)C1 (stereo partly drawn),-7,-3,0,-9,-1,2,-3,-5,23
COc1cc(CNC(C)C23CC4CC(CC(C4)C2)C3)cc(OC)c1OC (stereo not drawn),-6,23,15,5,3,-3,-4,4,6
Cc1ccccc1C(=O)NCC(=O)NNC(=S)NC(=O)c1ccccc1,1,14,10,15,0,3,-8,3,3
COc1ccc(OCCN2C(=O)NC(C)(c3ccc(C)cc3)C2=O)cc1 (stereo not drawn),7,16,21,4,4,-5,-9,7,3
CCc1cccc(C)c1NC(=S)NCCc1c(C)[nH]c2ccc(C)cc12,-4,12,15,-12,0,-13,9,-12,17
Cc1c(C)n(C)c2ccc(C(=O)NCCCN(C)C3CCCCC3)cc12,-10,-10,-4,-1,-2,1,-3,0,8
O=C(N/N=C/c1ccccc1Cl)c1[nH]c2ccc(Br)cc2c1-c1ccccc1,-2,-193,15,-21,2,34,-3,-3,39
C/C(CC(=O)Nc1ccc(Br)cc1)=N\NC(=O)Cc1csc(N)n1,·,7,·,·,3,-3,-3,·,·
CCOC(=O)c1cnn(-c2ccccc2)c1-n1cccc1,2,10,43,-15,3,20,-3,-1,3
CCCCn1c(N)c(N(CCOC)C(=O)c2sc3cc(F)ccc3c2Cl)c(=O)[nH]c1=O,0,-44,4,-8,-11,-4,4,-10,5
O=C(NCC1CCCO1)Nc1cccc(Cl)c1 (stereo not drawn),1,34,11,-12,2,-12,3,-13,-6
Clc1ccc(OCc2nnc3n2N=C(c2ccc4c(c2)OCCO4)CS3)c(Cl)c1,1,4,5,2,2,16,-2,1,6
O=C(CSc1ncccn1)NC(=O)Nc1ccc2c(c1)OCCO2,8,1,18,-5,-7,14,-3,-7,-11
COc1ccc(S(=O)(=O)N2CCNC(=O)CC2)cc1,8,14,2,-15,-1,7,-7,-2,3
CCc1cc2c(=O)c(-c3nc4ccccc4n3C)c(COCC(=O)O)oc2cc1O,1,-226,18,-7,-101,3,-6,-2,-30
CCc1ccc(-c2nc(NC(=O)c3ccc(OCC(=O)Nc4ccc(F)cc4)c(OC)c3)sc2C)cc1,11,-286,-24,-1,-1,-3,10,-1,4
CC(C)(C)NC(=O)CN(C(=O)CCC(=O)Nc1nccs1)c1cccc(C(F)(F)F)c1,-5,11,27,-15,1,7,2,-13,4
O=C(CNC(=O)c1ccc(N2C(=O)c3ccccc3C2=O)cc1)OCC(=O)c1ccc(Cl)cc1,-2,12,-9,-3,0,3,-12,-1,-28
COc1ccc(CC(=O)NC(C)c2nnc(SCCC(=O)Nc3ccccc3)n2C)cc1 (stereo not drawn),-5,5,-24,11,3,10,3,-7,-4
CCn1c(CNc2ccc(F)cc2)nnc1SCC(=O)Nc1ccc(OC)cc1OC,-1,11,18,-5,2,-12,-8,7,-7
O=C(NCc1cccnc1)C(=O)Nc1cc2c3c(c1)CC(=O)N3CCC2,-9,3,21,0,0,15,8,9,12
Cc1ccc(OCC(=O)NC(=S)Nc2ccc(Br)cn2)cc1,2,27,3,3,-1,1,-7,-2,-16
O=C(O)C1=C(C(=O)O)C2C=CC1C2,·,-1,·,·,0,-7,-5,·,·
O=C(NCCN1C(=O)S/C(=C\c2ccccc2F)C1=O)C1CC(=O)N(Cc2ccccc2)C1 (stereo not drawn),-3,-1,13,-1,1,1,0,0,3
COCCn1c(C)cc(C(=O)CSc2ccc(NC(C)=O)cc2)c1C,1,29,2,-7,1,-3,3,-9,5
CCc1nnc(NC(=O)CSc2nnc(Cc3ccccc3)n2-c2ccccc2)s1,3,-1,0,-3,1,-9,1,10,6
CC1(C)CC(=O)C2=C(C1)c1c(ccc3ncccc13)NC2c1cccs1 (stereo not drawn),2,-401,15,7,-40,-4,16,-2,24
CC(O)[C@H]1CNCCN1CCc1cccc2ccccc12 (stereo partly drawn),-1,5,13,-2,-9,-6,0,11,-3
Cc1ccc(CC(=O)Nc2nc3c(s2)CCCC3)cc1,2,2,12,12,-4,11,-3,-4,0
Cc1ccc(C(=O)Nc2ccccc2OC(F)F)cc1,-7,12,-10,-4,2,16,13,-9,-15
# (continued)
SMILES,SENP7 inh,SENP8 block-1,NALP3 yeast inh,SENP6 block,SENP1 FRET inh,PfGluPho inh,HKDC1 inh,SENP8 block-2,Apaf1 inhib
CCCCNC(=S)Nc1ccccc1F,4,12,20,-3,2,4,-7,-1,-8
Fc1ccc(CNc2nc3ccccc3n3cnnc23)cc1,-4,-35,-11,3,-13,25,-1,5,5
CCc1nn(CCCC(=O)N2CCN(c3ccc(OC)cc3)CC2)c(=O)c2cc3occc3n12,10,12,4,-10,1,6,7,1,16
Cc1cccc2sc(NC(=O)C3CC3)nc12,-10,9,14,0,-1,-21,-2,-11,-6
COc1ccccc1NC(=O)N1CCCC1C(=O)NCc1ccc2c(c1)OCO2 (stereo not drawn),-9,14,6,-14,4,-24,-8,-6,-1
O=C(CC1C(=O)NCCN1C(=O)Nc1ccccc1)Nc1cc(Cl)cc(Cl)c1 (stereo not drawn),4,-4,-4,3,1,25,-4,-3,17
CCCCNc1nnc(CCn2nc(C)c(Br)c2C)s1,-10,13,2,-7,2,-11,2,-6,-2
COc1cc(NC(=O)c2c(F)c(F)c(F)c(F)c2F)c(OC)cc1Cl,3,-3,17,7,1,-10,-1,1,9
C/C(=N\NC(=S)NCCc1ccccc1)c1cccs1,-4,22,29,-3,27,13,0,-6,18
CCC1Sc2ccc(S(=O)(=O)CCC(=O)NC3CCCCCC3)cc2NC1=O (stereo not drawn),-1,17,10,-4,1,-10,-2,-6,5
COc1ccc(C)cc1NC(=O)c1ccccc1N(C)S(=O)(=O)c1ccccc1,13,4,31,-14,1,-11,0,-4,6
c1ccc(CNc2ncnc3[nH]ncc23)cc1,·,17,·,·,1,-5,-6,·,·

# Fetched by structure from the entries so far:
SMILES,SENP7 inh,SENP8 block-1,NALP3 yeast inh,SENP6 block,SENP1 FRET inh,PfGluPho inh,HKDC1 inh,SENP8 block-2,Apaf1 inhib
CCc1ccc(-c2nc(NC(=O)c3ccc(OCC(=O)Nc4ccc(F)cc4)c(OC)c3)sc2C)cc1,11,-286,-24,-1,-1,-3,10,-1,4
c1ccc(CNc2ncnc3[nH]ncc23)cc1,·,17,·,·,1,-5,-6,·,·
Cc1ccc(C(=O)Nc2ccccc2OC(F)F)cc1,-7,12,-10,-4,2,16,13,-9,-15

# This is a random part of the collection; 4.1% or so of the library scored in one or more.
